bIAP inh – blocks bovine intestinal alkaline phosphatase activity; purified bovine IAP, CDP-star luminescence, 30 min; inhibition, % at 20 µM; 190,000 tested, under 10 active;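 active = over 50% inhibition of intestinal alkaline phosphatase at 20 µM in the single-dose screen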
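Assay system – bovine IAP enzyme · Quantity – bovine IAP at 1/65,000,000 final dilution · Detection – CDP-star luminescence signal · Times – 30 min reaction at room temperature · Also added – CDP-star substrate at 30 µM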
ROMK mod – human ROMK K+ channel modulation, primary screen. P48048. Tet-inducible ROMK, thallium flux fluorescence; actives lie on both sides. B-score at 10 µM. 130,000 compounds, 2% hits. AID 1918;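 active = signal ratio slope over the read window, or its plate-corrected B-score, at least 3 SD from the plate mean, either direction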;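 note: B-score of the F/F0 ratio slope over 7 to 12 s after thallium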
TR-FRET SRC-2 ct – flags TR-FRET format artefacts in PPARgamma SRC-2 recruitment agonist screen; AID 1049; TR-FRET artefact counter-screen; active compounds read high; 200,000 compounds, 0.4% hits; TR-FRET ratio at 8 µM; in the data active = TR-FRET ratio above about 2000; note: inactives centre near 1500; reference of the scale not given here
PPARg SRC3 recr – agonists of human PPARgamma SRC-3 coactivator recruitment | P37231 | 200,000 compounds, 0.26% hits | biochemical PPARgamma/SRC-3 coactivator recruitment assay | activation, % at 8 µM; in the data active = activation above about 23%;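 note: 0% = DMSO and 100% = reference agonist; some compounds past the cut are filed as inactive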
Target sequence (P37231 whole entry, looked up): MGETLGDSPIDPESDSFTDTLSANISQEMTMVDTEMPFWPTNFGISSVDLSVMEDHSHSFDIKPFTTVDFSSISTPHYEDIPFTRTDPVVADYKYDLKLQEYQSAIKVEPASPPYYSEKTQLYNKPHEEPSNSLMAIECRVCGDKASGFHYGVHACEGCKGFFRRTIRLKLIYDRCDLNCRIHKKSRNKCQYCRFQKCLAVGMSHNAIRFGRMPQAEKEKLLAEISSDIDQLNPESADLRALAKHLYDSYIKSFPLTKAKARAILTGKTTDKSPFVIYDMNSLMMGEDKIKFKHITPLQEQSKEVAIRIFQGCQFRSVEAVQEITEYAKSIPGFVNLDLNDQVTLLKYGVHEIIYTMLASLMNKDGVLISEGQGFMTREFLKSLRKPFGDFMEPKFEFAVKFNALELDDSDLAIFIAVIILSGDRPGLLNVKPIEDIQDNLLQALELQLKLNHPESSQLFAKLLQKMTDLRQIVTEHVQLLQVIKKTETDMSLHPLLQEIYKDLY
RAM network inh – blocks the yeast RAM network; S. cerevisiae dse1pr::URA3 reporter, 5-FOA growth OD615, 2 d; analog-sensitive cbk1-as2 kinase mutant strain; inhibition, % at 50 µM; 190,000 compounds, 1.8% hits;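 active = inhibition above a set limit, 3 SD over mean compound inhibition, cut at about 8.4% in these data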;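 note: 0% = DMSO-only wells with no growth and 100% = 10 µM 1-NA-PP1 full growth; inhibition rescues growth on 5-FOA so higher OD means more RAM inhibition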
Redox H2O2 prof – compounds producing H2O2 with reducing agent – biochemical, NIH compound library profiling, artefact control for MLSCN library redox annotation, primary screen. activation, % at 10 µM. DTT-dependent redox cycling H2O2, phenol red/HRP absorbance; 100% = 100 µM peroxide control, 0% = buffer. 200,000 compounds, 0.03% hits;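 active = activation of at least 50% relative to the plate's high and low controls in the primary single-dose screen; inactive = activation below 50%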;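 note: compound incubated with DTT at 0.8 mM final as the reducing agent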
Efa HMGR inh – E. faecalis class II HMG-CoA reductase inhibition; purified E. faecalis HMGR, NADPH absorbance 340 nm kinetic; 190,000 compounds, 0.41% hits; inhibition, % at 10 µM;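 active = inhibition above a set limit, the median over all tested compounds plus 3 SD, cut at about 9.5% in these data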;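 note: enzyme runs in reverse so mevalonate oxidation gives rising NADPH absorbance; 0% = complete reaction with DMSO and 100% = background rate lacking mevalonate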
S1P3 antag – antagonists of human S1P3 receptor; CHO S1P3 NFAT-BLA reporter, FRET fluorescence, antagonist mode; inhibition, % at 4.98 µM; 170,000 compounds, 0.27% hits;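 active = inhibition above the plate cutoff, the mean inhibition of test wells on that plate plus 3 SD, cut at about 28% in these data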;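 note: cells challenged with S1P at its EC80 of 0.8 µM; blue over green emission ratio from cleaved BLA substrate after 4 h stimulation; 0% = S1P-stimulated wells and 100% = unstimulated DMSO-only wells; some compounds past the cut are filed as inactive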
Target sequence (Q99500 whole entry, looked up): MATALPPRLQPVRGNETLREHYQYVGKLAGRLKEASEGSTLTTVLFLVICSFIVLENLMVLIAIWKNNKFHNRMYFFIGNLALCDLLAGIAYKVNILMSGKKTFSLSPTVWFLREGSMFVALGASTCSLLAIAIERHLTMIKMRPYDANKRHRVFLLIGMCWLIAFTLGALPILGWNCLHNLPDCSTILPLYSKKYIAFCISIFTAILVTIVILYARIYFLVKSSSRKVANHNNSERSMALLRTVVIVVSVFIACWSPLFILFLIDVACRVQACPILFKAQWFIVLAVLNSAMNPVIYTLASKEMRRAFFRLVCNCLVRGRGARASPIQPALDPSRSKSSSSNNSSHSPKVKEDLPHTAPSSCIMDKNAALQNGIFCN
PPARg SRC1 recr – promotes SRC-1 coactivator recruitment by human PPARgamma; P37231; PPARgamma-SRC-1 coactivator recruitment biochemical assay; activation, % at 8 µM; 200,000 compounds, 0.41% hits; AID 631; in the data active = activation above about 19%;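 note: 0% = DMSO and 100% = reference agonist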
PPARg SRC-2 ag – agonists of SRC-2 recruitment by human PPARgamma; P37231; PPARgamma LBD-SRC-2 recruitment, biochemical; activation, % at 8 µM; 200,000 compounds, 0.34% hits; in the data active = activation above about 22%;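 note: 0% = vehicle and 100% = reference agonist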
Lmaj promast – Leishmania major promastigote growth inhibition; Leishmania major promastigotes, resazurin fluorescence viability; inhibition, % at 10 µM; 200,000 compounds, 9% hits; in the data active = inhibition above about 50%;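 note: promastigotes grown with compound for 44 hours at 28 °C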
An asterisk follows results filed as active; . = no result given. An unsorted share of the library (roughly 13% active in at least one column).

SMILES	bIAP inh	ROMK mod	TR-FRET SRC-2 ct	PPARg SRC3 recr	RAM network inh	Redox H2O2 prof	Efa HMGR inh	S1P3 antag	PPARg SRC1 recr	PPARg SRC-2 ag	Lmaj promast
CC1CC(C)CN(c2ccc(-n3cnnn3)cc2[N+](=O)[O-])C1 (centres undefined)	4	.	1465	-5	1.3	2.3	-1	.	6	1	11
Clc1ccc(/C=C/c2nc3ccccc3[nH]2)cc1	8	.	1681	20	-0.8	1.8	-6	.	5	1	31
CCOC(=O)N1CCN(/C=C(\C#N)c2nc3ccccc3s2)CC1	19	-0.63	1539	2	2.6	0.1	4	.	6	5	7
CCOC(=O)C1(c2ccccc2)NC(c2ccccc2C)C2C(=O)N(c3ccc4c(c3)OCO4)C(=O)C21 (centres undefined)	1	.	1351	-5	3.4	-0.7	0	.	-2	0	4
COc1cc(CNCc2ccccn2)ccc1OCc1ccccc1Cl	-4	-0.83	1517	0	-0.6	-0.1	-2	6	4	3	94*
O=C(COC(=O)/C=C/c1cccc(Br)c1)NCCC1=CCCCC1	-15	.	1568	-2	9.8*	0.4	-1	3	4	5	-8
Cc1ccc(NC(=O)CCN2C(=O)c3cccc4cccc(c34)C2=O)cc1	-1	0.39	1789	6	1.1	11	-3	6	0	8	-2
COc1ccc(-n2c(SCC(=O)N3CCOCC3)nc(O)c(Cc3ccccc3)c2=O)cc1	4	.	1668	0	-0.1	0.1	7	.	4	-1	-8
Nc1nonc1C(=O)NCCNCc1ccccc1OCc1ccc(F)cc1	9	.	1470	-4	0.7	-7.9	-2	.	2	-3	19
N#Cc1sc2nc(-c3ccccc3)cc(C(F)(F)F)c2c1N	19	-4.4*	1683	2	6.5	-0.3	-1	-7	3	-3	2
Cn1c(=O)c(Cc2ccccc2)c(O)c2ccccc21	10	.	1558	5	5.3	-18	2	.	5	1	-10
O=C(Nc1ccccc1)/C(=C\c1cccs1)NC(=O)c1ccccc1	45	.	1571	0	4.5	-0.3	-4	13	6	11	29
COc1cccc(-c2cc(C(F)(F)F)nc(N3CCC(C)CC3)n2)c1	10	0.73	1651	-13	6.3	0.2	-2	.	0	-9	15
Cc1ccc(NC(N)=S)cc1	-9	.	1437	-3	-0.5	0.2	-4	-4	-4	-3	47
COc1ccc(/C=C(\C#N)C(=O)OCC(=O)N2CC(C)OC(C)C2)cc1 (centres undefined)	3	0.44	1712	-3	2.8	0.1	0	-2	15	6	-4
Cc1nc(NC(=O)C23CCC(C)(C(=O)O2)C3(C)C)sc1C (centres undefined)	2	.	1611	2	0.5	-1.2	-5	-2	6	2	-7
Cn1c(SCC(=O)Nc2ccc(F)cc2F)nnc1-c1cccnc1	8	.	1621	-2	1.3	0.3	1	-26	-5	-4	-6
Cc1ccc(C)c(S(=O)(=O)N2CCN(CC(=O)Nc3cc(C)on3)CC2)c1	4	.	1466	-3	-0.9	-0.8	-2	-14	5	0	1
CC(C(=O)Nc1sc2c(c1C(=O)NCC1CCCO1)CCC2)N1C(=O)c2ccccc2C1=O (centres undefined)	-3	.	1597	-2	2.1	0.1	2	7	0	-9	-2
CC(=O)Cc1nsc(NC(=O)c2ccccc2Cl)n1	6	-0.048	1534	0	0.0	-0.3	-3	-11	-8	-1	-5
CC(NC(=O)COC(=O)c1cc(=O)[nH]c2ccccc12)c1ccccc1 (centres undefined)	0	-0.056	1807	2	1.9	-1.1	-4	-21	4	2	-5
Cc1ccc2c(CSc3nc4ccccc4c(=O)n3CCCO)cc(=O)oc2c1C	-7	.	1383	-10	2.7	1.0	-2	.	4	4	-5
COc1ccc(NC(=O)COC(=O)c2ccc(O)cc2)c([N+](=O)[O-])c1	2	1.6	1628	-2	5.2	-0.1	2	-5	6	-6	-1
Cc1occc1-c1nnc(SCC(=O)NC2CCCC2)n1-c1ccccc1	-5	.	1524	2	-1.6	3.0	-5	.	-3	1	21
CC(C)(C)C1CCC2(CC1)C(C#N)=C(SCC(=O)NC1CCCCC1)NC(=O)C2C#N (centres undefined)	0	.	1254	-3	4.9	2.1	-4	32	-2	-2	3
Next part:
SMILES	bIAP inh	ROMK mod	TR-FRET SRC-2 ct	PPARg SRC3 recr	RAM network inh	Redox H2O2 prof	Efa HMGR inh	S1P3 antag	PPARg SRC1 recr	PPARg SRC-2 ag	Lmaj promast
Brc1ccc(-c2cn3ccccc3n2)s1	25	.	1709	-1	0.8	-11	0	.	4	9	2
O=C(CCNS(=O)(=O)c1cccc2nonc12)NC1CCCc2ccccc21 (centres undefined)	7	.	1590	7	0.3	-2.0	-4	.	-4	-1	-5
O=C(CCCCn1c(=O)[nH]c2ccsc2c1=O)NCc1cccnc1	7	1.2	1431	-5	-0.2	-0.7	-1	.	-2	5	7
CC1CCN(CCCCOc2ccccc2Br)CC1	-16	-1.2	1656	3	0.0	0.4	-9	0	-3	4	100*
CCOC(=O)c1oc2ccccc2c1NC(=O)c1ccc(S(=O)(=O)N2CCCC2)cc1	2	.	1581	8	4.7	-0.1	-1	9	-3	-2	-5
O=C(c1ccc(COc2c(F)c(F)cc(F)c2F)o1)N1CCN(c2ccc(Cl)cc2)CC1	14	-0.02	1612	4	8.2	3.0	-1	16	3	3	-3
CC1CCN(S(=O)(=O)c2ccc3c(c2)C(=NO)c2cc(S(=O)(=O)N4CCC(C)CC4)ccc2-3)CC1	-6	.	1721	-9	5.8	-5.6	.	.	6	-1	16
CCCCn1c(NCc2cccs2)nc2ccccc21	4	-1.4	1579	1	0.9	-0.7	1	3	2	2	43
O=C(CCn1c(=O)[nH]c2ccccc2c1=O)N1CC=C(c2ccccc2)CC1	7	0.43	1393	1	3.2	0.0	-1	-15	-6	2	-13
Nn1c(SCC(=O)NCCC2=CCCCC2)nnc1C(F)(F)F	16	0.62	1502	-8	1.9	0.2	3	.	3	1	-2
COCCNC(=S)N/N=C/c1ccc(N2CCOCC2)cc1	1	0.76	1467	0	3.0	0.1	-5	-5	0	1	49
CCC(Sc1ccc2nnc(-c3ccc(F)cc3)n2n1)C(=O)O (centres undefined)	-6	0.65	1430	1	1.7	2.2	-3	-16	8	-2	-4
CCS(=O)(=O)c1nnnn1-c1ccccc1S(C)(=O)=O	2	0.038	1490	-5	2.1	0.7	0	1	-1	-2	54*
O=C(c1ccc([N+](=O)[O-])cc1)N1CCN(Cc2ccccc2[N+](=O)[O-])CC1	-16	-0.54	1447	2	0.5	-0.3	-2	4	-4	-4	-3
Cc1cc(NC(=O)CN2CCCC(C)C2)n(-c2nc3ccccc3s2)n1 (centres undefined)	3	2.3	1651	3	-0.4	-0.1	5	.	5	10	12
O=C(NCCc1ccccn1)c1cc(-c2ccccc2Cl)nc2ccccc12	8	.	1480	9	0.1	-0.5	1	-5	7	-11	4
CCOC(=O)c1sc2nc(C)nc(SCC(=O)NC(C)CCc3ccccc3)c2c1C (centres undefined)	5	-0.13	1593	3	2.7	0.8	0	1	2	-2	96*
CSc1nc(NCCOCCO)c2sc3nc(-c4ccco4)c4c(c3c2n1)CCC4	-7	.	1271	-9	2.0	-0.2	-3	.	-2	3	5
COc1ccc(CC(=O)NC(C)c2nnc(SCC(=O)Nc3nc(C)cs3)n2C)cc1 (centres undefined)	0	-0.54	1363	8	-1.0	-0.6	1	10	-7	12	-6
O=C(CN1CCCc2ccccc21)NC(=O)NC1CCCCC1	-5	1.1	1567	2	2.4	-1.1	-4	7	3	-4	18
Cn1cccc1/C=N\NC(=O)Cc1ccc(Br)c2ccccc12	18	-0.24	1676	1	3.0	-0.9	-1	12	6	12	37
O=C(NCc1ccco1)c1sc(=S)n2c1[nH]c(=O)c1ccccc12	12	-3.7*	1544	-10	3.0	0.1	4	.	-5	3	-2
CCOc1ccc(-c2nnc3ccc(SC)nn23)cc1	-9	1.9	1525	10	2.1	1.9	-9	45	1	0	10
CC1=Nn2c(nc3sc4c(c3c2=O)CCCC4)SC1	29	-0.18	1625	-2	-0.3	0.0	-4	-3	5	5	-1
CCCCCCCC(=O)N/N=C(\C)c1ccc(O)cc1O	8	0.8	1617	-3	-1.4	-0.1	-3	8	-1	7	-4
More structures.
SMILES	bIAP inh	ROMK mod	TR-FRET SRC-2 ct	PPARg SRC3 recr	RAM network inh	Redox H2O2 prof	Efa HMGR inh	S1P3 antag	PPARg SRC1 recr	PPARg SRC-2 ag	Lmaj promast
COC(=O)c1ccc(-c2nc(-c3cccs3)no2)cc1	6	.	1559	-5	0.8	-1.3	-1	-10	-5	-4	-2
CC(C)N(Cc1nc(-c2ccc(Cl)cc2)no1)C(=O)CCC1CCCC1	-13	.	1700	-3	4.2	0.0	1	-3	-2	6	-7
Cc1ccc(NC(=O)N2CCCC2C(=O)NCc2cccs2)cc1 (centres undefined)	11	0.042	1569	2	0.1	0.3	-6	.	4	7	7
CCc1nc2oc3cc(OC)ccc3c(=O)c2c(=O)n1-c1ccccc1	8	0.0083	1295	6	0.6	-0.2	-3	-16	5	-3	37
CCOC(=O)c1cnn(-c2nc(-c3ccccc3)cs2)c1C(F)(F)F	7	.	1590	3	10*	2.8	-21	.	4	1	-2
CCn1c(=S)sc2c(=O)n(-c3ccccc3)c(SCC(=O)NCc3ccco3)nc21	3	-0.19	1558	-14	4.7	0.3	-5	.	5	0	31
O=C(Cn1c(=O)sc2ccccc21)NCc1ccccn1	12	.	1626	7	0.5	-0.6	-2	25	1	6	-7
c1ccc(C(c2ccccc2)c2noc(CN3CCN(C4CCCC4)CC3)n2)cc1	-11	-0.49	1629	3	2.4	-1.2	1	-10	4	9	84*
CN(C)S(=O)(=O)c1cccc(NC(=O)COC(=O)/C=C/c2ccc([N+](=O)[O-])cc2)c1	-26	0.26	1562	2	3.6	-0.3	-1	-14	5	2	-3
Cc1cc(S(=O)(=O)Nc2cccc(Cl)c2)c(C)s1	4	1.1	1704	4	-1.8	-0.3	8	-12	8	-5	10
Cc1ccc(CN2CCNC(=O)C2CC(=O)N2CCN(c3ncccn3)CC2)o1 (centres undefined)	-9	-0.44	1528	-1	1.9	-1.8	0	-2	-2	6	-3
CNC(=S)N1CCC(c2nc3ccccc3s2)CC1	-16	0.41	1545	-2	0.1	-0.7	1	16	-7	-5	-8
COc1ccc(C)cc1NC(=O)c1ccc([N+](=O)[O-])cc1[N+](=O)[O-]	8	0.55	1409	5	-0.4	-0.2	5	-8	-5	-3	53*
CC(C)(C)c1ccc(/C=N/Nc2cccc(C(=O)O)c2)cc1	-10	-0.18	1481	-1	0.8	0.7	-2	-6	-7	1	-10
O=[N+]([O-])C(=C1Nc2ccccc2N1)/C(Cl)=C(/Cl)Br	6	-1	1662	6	0.5	0.8	-8	1	4	-2	-5
